Screening data: PubChem BioAssay, several laboratories
STAT3 inh – STAT3 signaling inhibition; U3A cells, IL-6 STAT3-luciferase reporter, luminescence; host cell line lacks STAT1; hit rate 0.89% among 190,000; AID 862; inhibition, % at 5.5 µM;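 active = inhibition above the mean inhibition across all screened compounds plus 3 SD, cut at about 44% in these data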;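 note: 0% = DMSO only wells and 100% = 100 µM nifuroxazide control wells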
APP 5'UTR act – APP 5'UTR luciferase reporter activation | SH-SY5Y APP 5'UTR luciferase reporter, luminescence; zero percent = DMSO vehicle wells | activation, % at 2 µM | hit rate 1% among 190,000 | AID 1276;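 active = activation above a set limit, based on mean plus 3 SD of controls, cut at about 140% in these data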; note: values of inactives mirror those of a sister screen read the other way
NF-kB expr up – NF-kB expression increase, human neuronal cells. NF-kB reporter expression; hits give high values. fold change at 12.5 µM. hit rate 1.6% among 190,000. AID 1239; in the data active = fold change above about 3.3
FLuc inh counter – Photinus pyralis luciferase inhibition counter-screen. P08659. ATPLite firefly luciferase biochemical luminescence, 10 min. inhibition, % at 10 µM. hit rate 1.5% among 200,000;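 active = inhibition above about 50% when tested at 10 µM, limit read from the data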
Target sequence (P08659 whole entry, looked up): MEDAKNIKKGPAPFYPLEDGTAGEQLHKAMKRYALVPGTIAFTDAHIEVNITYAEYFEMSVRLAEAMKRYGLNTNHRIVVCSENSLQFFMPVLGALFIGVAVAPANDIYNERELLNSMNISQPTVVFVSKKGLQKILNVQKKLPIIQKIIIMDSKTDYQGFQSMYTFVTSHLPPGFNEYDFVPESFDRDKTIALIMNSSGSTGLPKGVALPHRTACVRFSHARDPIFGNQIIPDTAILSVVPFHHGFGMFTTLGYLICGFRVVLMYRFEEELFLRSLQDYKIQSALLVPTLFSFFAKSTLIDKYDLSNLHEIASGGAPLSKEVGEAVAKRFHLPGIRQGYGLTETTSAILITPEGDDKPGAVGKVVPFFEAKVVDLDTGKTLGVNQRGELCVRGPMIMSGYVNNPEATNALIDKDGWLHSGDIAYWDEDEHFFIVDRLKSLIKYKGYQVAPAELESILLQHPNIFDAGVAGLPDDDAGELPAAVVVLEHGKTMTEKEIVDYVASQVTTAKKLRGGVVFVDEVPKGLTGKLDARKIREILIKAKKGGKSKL
ROMK mod – modulates human ROMK potassium channel activity | P48048 | Tet-inducible ROMK, thallium flux fluorescence; actives lie on both sides | B-score at 10 µM | hit rate 2% among 130,000 | AID 1918;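 active = signal ratio slope over the read window, or its plate-corrected B-score, at least 3 SD from the plate mean, either direction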;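 note: B-score of the F/F0 ratio slope over 7 to 12 s after thallium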
Target sequence (P48048 whole entry, looked up): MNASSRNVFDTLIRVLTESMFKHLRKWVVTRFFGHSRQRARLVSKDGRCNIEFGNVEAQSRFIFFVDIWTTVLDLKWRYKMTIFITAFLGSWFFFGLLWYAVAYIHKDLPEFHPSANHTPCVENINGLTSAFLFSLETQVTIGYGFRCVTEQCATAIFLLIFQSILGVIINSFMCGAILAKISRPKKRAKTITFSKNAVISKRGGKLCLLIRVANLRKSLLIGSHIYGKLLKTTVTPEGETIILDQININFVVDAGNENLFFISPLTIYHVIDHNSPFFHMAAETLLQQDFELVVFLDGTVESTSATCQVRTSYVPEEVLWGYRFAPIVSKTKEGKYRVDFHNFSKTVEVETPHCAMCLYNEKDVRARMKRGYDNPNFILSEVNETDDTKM
STAT3 activator – activators of IL-6 induced STAT3 signaling; U3A cells, IL-6 STAT3-luciferase reporter, luminescence; 100% = signal with IL-6 EC80 alone; activation (% of control), % at 5.6 µM; hit rate 0.91% among 190,000;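 active = activation above the screen-wide mean of compound activation plus 3 SD, cut at about 130% in these data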;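 note: 0% = background luminescence of wells with medium and substrate only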
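Material: human U3A cells carrying STAT3-luciferase construct. Measured by: reporter luminescence signal. Timing: compound 1 h, then IL-6 6 h at 37 °C.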
APP transl inh – APP translation inhibition | SH-SY5Y APP 5'UTR-luciferase reporter, luminescence | inhibition, % at 2 µM | hit rate 0.82% among 190,000;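 active = inhibition above a set limit, derived from the sample mean plus 3 SD, cut at about 45% in these data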; note: values of inactives mirror those of a sister screen read the other way
STAT1 act – increases IFN-gamma driven STAT1 reporter signal; hit rate 2.6% among 200,000; NIH 3T3 STAT1-luciferase reporter, luminescence; 100% = IFN-gamma alone, no compound; activation (% of control), % at 5.5 µM;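 active = activation above the screen-wide mean activation plus 3 SD, cut at about 130% in these data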;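 note: raw ratio to IFN-gamma control signal so 100% means no change and 0% no light; values of inactives mirror those of a sister screen read the other way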
STAT1 inh – reduces IFN-gamma driven STAT1 reporter signal; NIH 3T3 STAT1-luciferase reporter, luminescence; inhibition, % at 5.5 µM; hit rate 0.35% among 200,000;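 active = inhibition above a set limit, the mean inhibition across all tested compounds plus 3 SD, cut at about 34% in these data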;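 note: 0% = IFN-gamma with DMSO and 100% = IFN-gamma with 300 µM nifuroxazide; values of inactives mirror those of a sister screen read the other way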
FLuc stim CS – firefly luciferase counter-screen for stimulation assays; activation factor at 10 µM; P08659; AID 1027; 200,000 tested, under 10 active; ATPlite luciferase biochemical, luminescence, 10 min; 0 = ATP-free wells, 1 = DMSO control;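 active = luciferase activation factor, scaled between plate controls, of at least 2 with compound at 10 µM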
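Assay system: Luciferase/luciferin reagent mix; Medium: PBS as buffer for the ATP substrate; Dosing: test compounds dosed from 2 mM stocks in 100% DMSO; Times: 10 min, room temperature; Signal: luminescence from luciferase reaction; Read-out: luciferase activation; Controls: No-ATP low control, compound-free enzyme-plus-ATP high control.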
Active calls of the source: *; . = not tested or not shown.

SMILES | STAT3 inh | APP 5'UTR act | NF-kB expr up | FLuc inh counter | ROMK mod | STAT3 activator | APP transl inh | STAT1 act | STAT1 inh | FLuc stim CS
COc1cc(C(=O)Nc2nnc(C(C)(C)C)s2)c([N+](=O)[O-])cc1OC | 0 | 1 | 1.1 | 0 | 0.56 | 101 | -1 | 104 | -5 | 1
O=C(CNS(=O)(=O)c1ccc2ccccc2c1)OCc1nnc(-c2ccccc2)o1 | 1 | . | 1.2 | -6 | 0.013 | 98 | . | 102 | -2 | 1.1
O=S(=O)(N/N=C\C=C\c1ccccc1)c1ccccc1 | 13 | 7 | . | . | . | 98 | -7 | 100 | 1 | .
COc1ccccc1N/C=C(\C#N)c1nc2ccccc2[nH]1 | -33 | 3 | 1.1 | 5 | . | 132 | -3 | 105 | -8 | 0.9
C=COCCNC(=S)Nc1cccc(Cl)c1 | 2 | -16 | 1.1 | -10 | -1.3 | 99 | 16 | 87 | 13 | 1.1
COC(=O)Cc1c(C)c2cc(Cl)c(OC(=O)c3ccco3)cc2oc1=O | 0 | 2 | 1.3 | 3 | -0.2 | 104 | -2 | 110 | -7 | 1
O=C(CCNC(=O)c1ccccc1Cl)OCC(=O)c1ccccc1 | 11 | 2 | 1 | 1 | 0.47 | 91 | -2 | 101 | -1 | 1
CCOC(=O)C1=C(c2ccccc2)OC(N)=C(C#N)C1c1cccs1 (stereo unspecified) | -4 | 6 | 1.2 | 0 | -0.022 | 111 | -6 | 91 | 10 | 1
CCOC(=O)c1sc(=S)n(-c2ccccc2)c1SC | 11 | 9 | 0.87 | -7 | . | 96 | -9 | 98 | 2 | 1.1
CC(C)CNc1nc(=S)nc(N(C)C)[nH]1 | 3 | -3 | 1.2 | -2 | -0.25 | 102 | 3 | 96 | 4 | 1
CCOC(=O)C1CCN(Cc2nc(-c3ccc(OC)c(OC)c3)no2)CC1 | 5 | -1 | 1 | -9 | . | 100 | 1 | 100 | 0 | 1.1
Cc1nc2scc(-c3cccs3)c2c(=O)n1CC(=O)O | -6 | . | 1 | 5 | 0.027 | 104 | . | 94 | 7 | 1
CC(=O)Nc1ccc(Sc2ccccc2C(=O)Nc2ccc(F)cc2)cn1 | -2 | 6 | 0.99 | 0 | -0.52 | 103 | -6 | 100 | -1 | 1
CC(C)(C)NC(=O)c1ccc2c(c1)N(CC(=O)N1CCN(c3ccc(F)cc3)CC1)C(=O)C(C)(C)O2 | 7 | -13 | 0.85 | -8 | -0.28 | 96 | 13 | 93 | 8 | 1.1
CCOC(=O)C1C(=O)CC(C)(O)C(C(=O)OCC)C1c1cccc(OC(F)(F)C(F)F)c1 (stereo unspecified) | 12 | -7 | 0.86 | -6 | . | 94 | 7 | 87 | 15 | 1.1
Cc1ccc(NC(=O)c2nc[nH]c2C(=O)Nc2ccc(C)cc2)cc1 | 10 | -7 | 1.1 | -8 | . | 96 | 7 | 99 | 1 | 1.1
Cc1ccccc1Cn1c(=O)c2c(nc3n2CCCN3Cc2ccccc2)n(C)c1=O | 5 | 8 | . | . | . | 99 | -8 | 95 | 6 | .
CCN(CC)CCOC(=O)c1c(C)n(C)c2ccc(OC)cc12 | 8 | -1 | 1.2 | -7 | 0.64 | 98 | 1 | 92 | 8 | 1.1
COc1ccc(C(=O)N/N=C/c2ccc(OC(=O)c3cccc4ccccc34)c([N+](=O)[O-])c2)cc1 | -14 | -1 | 0.9 | -1 | 0.057 | 116 | 1 | 110 | -11 | 1
CSc1nc(Oc2ccc3ccccc3c2)c2sccc2n1 | 8 | 13 | 0.74 | 2 | . | 98 | -13 | 103 | -4 | 1
Cc1ccc(C)c(N2CN(Cc3ccco3)CNC2=S)c1 | -1 | 27 | 0.89 | 0 | . | 102 | -27 | 95 | 6 | 1
CCc1ccc2[nH]c(=O)c(CN(Cc3ccco3)C(=S)NCC3CCCO3)cc2c1 (stereo unspecified) | -1 | 21 | 0.99 | -1 | 2.5 | 102 | -21 | 94 | 4 | 1
CC(C)(CSc1ccccn1)NS(=O)(=O)c1ccc(Cl)cc1 | 1 | -38 | 1.1 | -1 | -0.54 | 98 | 38 | 98 | 2 | 1
COC(=O)c1ccc(NC(=S)Nc2ccccn2)cc1 | 10 | . | 3 | 10 | . | 96 | . | 165* | -72 | 0.9
CCC(=O)Nc1nnc(Cc2ccccc2)s1 | 6 | -8 | 1.4 | 0 | -0.43 | 98 | 8 | 101 | -1 | 1

Some of these compounds in order of length of the SMILES, smallest number first.
SMILES | STAT3 inh | APP 5'UTR act | NF-kB expr up | FLuc inh counter | ROMK mod | STAT3 activator | APP transl inh | STAT1 act | STAT1 inh | FLuc stim CS
CCC(=O)Nc1nnc(Cc2ccccc2)s1 | 6 | -8 | 1.4 | 0 | -0.43 | 98 | 8 | 101 | -1 | 1
CCOC(=O)c1sc(=S)n(-c2ccccc2)c1SC | 11 | 9 | 0.87 | -7 | . | 96 | -9 | 98 | 2 | 1.1
CCN(CC)CCOC(=O)c1c(C)n(C)c2ccc(OC)cc12 | 8 | -1 | 1.2 | -7 | 0.64 | 98 | 1 | 92 | 8 | 1.1
CCOC(=O)C1=C(c2ccccc2)OC(N)=C(C#N)C1c1cccs1 (stereo unspecified) | -4 | 6 | 1.2 | 0 | -0.022 | 111 | -6 | 91 | 10 | 1
Cc1ccc(NC(=O)c2nc[nH]c2C(=O)Nc2ccc(C)cc2)cc1 | 10 | -7 | 1.1 | -8 | . | 96 | 7 | 99 | 1 | 1.1
CCOC(=O)C1CCN(Cc2nc(-c3ccc(OC)c(OC)c3)no2)CC1 | 5 | -1 | 1 | -9 | . | 100 | 1 | 100 | 0 | 1.1
O=C(CNS(=O)(=O)c1ccc2ccccc2c1)OCc1nnc(-c2ccccc2)o1 | 1 | . | 1.2 | -6 | 0.013 | 98 | . | 102 | -2 | 1.1
CCc1ccc2[nH]c(=O)c(CN(Cc3ccco3)C(=S)NCC3CCCO3)cc2c1 (stereo unspecified) | -1 | 21 | 0.99 | -1 | 2.5 | 102 | -21 | 94 | 4 | 1
CCOC(=O)C1C(=O)CC(C)(O)C(C(=O)OCC)C1c1cccc(OC(F)(F)C(F)F)c1 (stereo unspecified) | 12 | -7 | 0.86 | -6 | . | 94 | 7 | 87 | 15 | 1.1
COc1ccc(C(=O)N/N=C/c2ccc(OC(=O)c3cccc4ccccc34)c([N+](=O)[O-])c2)cc1 | -14 | -1 | 0.9 | -1 | 0.057 | 116 | 1 | 110 | -11 | 1

More compounds follow:
SMILES | STAT3 inh | APP 5'UTR act | NF-kB expr up | FLuc inh counter | ROMK mod | STAT3 activator | APP transl inh | STAT1 act | STAT1 inh | FLuc stim CS
COc1ccc(C(=O)c2cnc3cc4c(cc3c2C)OCO4)cc1 | 17 | -9 | 1.2 | -1 | 0.53 | 91 | 9 | 100 | 0 | 1
O=C(COC(=O)c1cccnc1Cl)NCCC1=CCCCC1 | 1 | 4 | 1 | -2 | -0.17 | 108 | -4 | 102 | -2 | 1
O=C(NCc1ccc2[nH]c3c(c2c1)CCCC3)N1CCOCC1 | 8 | -3 | 0.81 | -5 | . | 98 | 3 | 96 | 4 | 1
COC(=O)c1ccc(C(=O)OCc2nc3cc4ccccc4cc3[nH]2)cc1 | -4 | 55 | 1.1 | -2 | 0.28 | 106 | -55 | 104 | -4 | 1
COc1cccc(-c2nc(CSCC(=O)N3CCc4ccccc43)c(C)o2)c1 | 1 | -3 | 0.92 | 0 | . | 103 | 3 | 100 | 0 | 1
COc1ccc(-c2ccnc(SCC(=O)N3CCOCC3)n2)cc1 | 0 | 8 | 1.3 | -3 | 0.58 | 103 | -8 | 101 | -1 | 1
CCOc1cc(/C=N/NC(=O)C(C)Sc2ccccc2)ccc1O (stereo unspecified) | 0 | -1 | 0.92 | -8 | . | 103 | 1 | 101 | -3 | 1.1
COc1ccc(/C=C2\SC(=O)N(CC(=O)NNC(=O)c3ccccc3O)C2=O)cc1OC | -3 | 21 | 0.99 | 4 | . | 99 | -21 | 96 | 5 | 1
O=[N+]([O-])c1ccccc1/C=N\N1CCN(c2ccccc2)CC1 | 19 | 36 | 1.6 | 2 | -0.021 | 89 | -36 | 124 | -28 | 1
O=C1CCC2(CC1)NC(=O)N(c1ccccc1)N2 | -6 | 16 | 1.1 | -1 | -2.1 | 108 | -16 | 101 | -2 | 1
CN=C(Nc1ccccc1)SC1CC(=O)N(c2cccc(OC)c2)C1=O (stereo unspecified) | 6 | 11 | 0.97 | 2 | -0.56 | 99 | -11 | 97 | 0 | 1
CS(=O)(=O)N(Cc1ccccc1)c1ccccn1 | 7 | -2 | 0.6 | 4 | . | 101 | 2 | 100 | 0 | 1
O=C(COc1ccccc1[N+](=O)[O-])N/N=C/c1ccc(OC(=O)c2ccco2)cc1 | 6 | 5 | 0.97 | 3 | . | 97 | -5 | 97 | 4 | 1
COC(=O)Oc1ccc(/C=N/NC(=O)CSCc2ccc(Cl)cc2)cc1OC | 15 | 7 | 0.51 | -7 | -0.51 | 88 | -7 | 91 | 10 | 1.1
COCCCNCCCCOc1cccc(Br)c1 | 1 | 5 | 0.95 | -6 | -0.72 | 97 | -5 | 94 | 7 | 1.1
O=C(c1ccco1)N1CCN(CCOCCOc2cccc3ccccc23)CC1 | -14 | 15 | 1.1 | -5 | -1.2 | 119 | -15 | 98 | 2 | 1.1
O=C(CSc1nnc(-c2ccco2)n1Cc1ccccc1)c1ccccc1 | -12 | 56 | 2.9 | 4 | . | 120 | -56 | 116 | -18 | 1
CCOc1ccc(N(C(C)=O)c2nc(C)cc(C)c2C#N)cc1 | -8 | 0 | 1 | -6 | . | 108 | 0 | 100 | 0 | 1.1
COc1ccc(OC)c(/C=C/C(=O)OCC(=O)Nc2cccc(C(C)=O)c2)c1 | 4 | -15 | 0.95 | -7 | -0.17 | 95 | 15 | 101 | -1 | 1.1
CC(=O)Nc1ccc(S(=O)(=O)NCC(=O)NCCc2ccc(S(N)(=O)=O)cc2)cc1 | -3 | 19 | 1 | -1 | -1.1 | 109 | -19 | 98 | 2 | 1
CCCn1cnc2c(c1=O)c1nc3ccccc3nc1n2Cc1ccccc1OC | 20 | 2 | 0.75 | -6 | . | 87 | -2 | 96 | 5 | 1.1
Cc1cccc(CC(=O)OCn2nnc3ccccc3c2=O)c1 | 8 | 12 | 1.4 | -7 | . | 100 | -12 | 104 | -4 | 1.1
CCN(CC)S(=O)(=O)c1ccc(-c2nnc(SCC(N)=O)n2CC)cc1 | 7 | 14 | 1 | 1 | 0.45 | 100 | -14 | 103 | -6 | 1
CCOC(=O)c1c(NC(=O)CN2CCCc3ccccc32)sc(C)c1C | -16 | 7 | 0.59 | -20 | 0.008 | 114 | -7 | 103 | -3 | 1.2
Cc1ccc(CNC(=O)Cn2cncn2)cc1 | 2 | 5 | 1.5 | -5 | . | 99 | -5 | 100 | 0 | 1
Cc1sc2nc(SCC(=O)NCc3ccco3)n(Cc3ccccc3)c(=O)c2c1C | 5 | -1 | 1.3 | -3 | . | 97 | 2 | 88 | 8 | 1
Cc1ccc(CNC(=O)COC(=O)[C@@H]2CC(O)CN2S(=O)(=O)c2ccc3c(c2)OCCO3)cc1 (stereo partly specified) | -11 | 19 | 1 | -6 | -2.1 | 107 | -19 | 106 | -6 | 1.1
Cn1cccc1/C=C(/C#N)C(N)=S | 4 | 16 | 1.1 | -1 | 0.017 | 99 | -16 | 100 | 0 | 1

Rows were taken by chance, and some 7.1% of all compounds hit somewhere here.
